CHT PAM: allosterically activates the human high affinity choline transporter; Q9GZV3; CHT-expressing cells, membrane potential dye, choline EC20; stronger effect = higher value; LV-AA mutant CHT in HEK293 cells; B-score at 10 µM; hit rate 0.49% among 310,000; AID 488977;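 active = initial fluorescence not abnormally high and integrated response B-score, plate-corrected, over 3 SD above library mean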
Target sequence (Q9GZV3 whole entry, looked up): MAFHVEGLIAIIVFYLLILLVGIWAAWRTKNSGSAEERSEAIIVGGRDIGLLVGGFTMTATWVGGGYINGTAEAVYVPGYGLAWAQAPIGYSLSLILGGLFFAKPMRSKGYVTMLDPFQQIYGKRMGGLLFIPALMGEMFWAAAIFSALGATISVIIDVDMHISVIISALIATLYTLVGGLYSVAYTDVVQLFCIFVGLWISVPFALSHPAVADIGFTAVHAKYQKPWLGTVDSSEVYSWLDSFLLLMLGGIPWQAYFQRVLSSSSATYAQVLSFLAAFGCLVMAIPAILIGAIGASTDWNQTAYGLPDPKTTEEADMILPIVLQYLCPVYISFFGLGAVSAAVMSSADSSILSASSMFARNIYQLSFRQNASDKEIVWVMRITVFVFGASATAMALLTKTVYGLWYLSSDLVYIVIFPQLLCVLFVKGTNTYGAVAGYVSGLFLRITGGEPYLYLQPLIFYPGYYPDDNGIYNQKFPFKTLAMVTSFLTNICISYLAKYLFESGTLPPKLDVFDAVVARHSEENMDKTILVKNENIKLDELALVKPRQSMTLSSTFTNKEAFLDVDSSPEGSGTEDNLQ
CHT block: human CHT choline transport inhibition | Q9GZV3 | CHT-expressing cells, membrane potential dye, choline response; stronger effect = lower value | B-score at 10 µM | hit rate 0.86% among 310,000 | AID 488975;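 active = B-score over 3 SD under the library average, and starting fluorescence ratio not unusually high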;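 also: choline stimulus applied at its EC90 after an EC20 pre-addition; B-score computed on integrated fluorescence ratio after choline addition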
* marks the source's active call; other numbers are inactive results; i = inactive.

SMILES	CHT PAM	CHT block
COc1cc(-c2cc(C(=O)Nc3nc4ccccc4s3)c3ccccc3n2)cc(OC)c1OC	i	i
CN(Cc1cnn(C)c1)S(=O)(=O)c1cccc([N+](=O)[O-])c1	i	i
C/C(=N\NC(=O)c1cccc(N/N=C(\C)c2cc(O)ccc2O)c1)c1cc(O)ccc1O	i	i
Cc1c(C#N)c(N)nc2c3c(sc12)NC(=O)CC3c1ccc(Cl)cc1 (stereo not given)	i	i
CC(=O)Nc1sc(NC(=O)c2ccc(C)cc2)nc1-c1cccs1	i	i
COc1cc(NC2CCCCC2O)c2nc(-c3ccc(Cl)cc3)ccc2c1 (stereo not given)	i	-8.4*
COc1ccccc1NS(=O)(=O)c1ccc(N/N=C/c2c(C)nn(-c3ccccc3)c2N2CCCC2)c([N+](=O)[O-])c1	i	i
O=C(O)CCCC(=O)NCCc1ccncc1	i	i
Cc1ccc(N2CC(C(=O)Nc3cc(Cl)ccc3-n3cncn3)CC2=O)cc1 (stereo not given)	i	i
CCOC(=O)C1CCN(C(=O)c2ccc(OC3CCN(C(=O)CCOC)CC3)cc2)CC1	i	i
Cn1c(O)c(N=NC(=O)c2cc(-c3cccs3)nc3ccccc23)c2ccccc21	i	i
CC(C(=O)Nc1ccccc1-c1ccccc1)N1CCCCC1 (stereo not given)	i	i
O=C(c1ccc(N2CCCC2)c([N+](=O)[O-])c1)N1CCc2ccccc2C1	i	i
CC[N+]1(C)[C@@H]2CC[C@H]1CC(OC(=O)[C@H]1CCC(C(=O)OC3C[C@H]4CC[C@@H](C3)[N+]4(C)CC)(c3ccccc3)c3ccccc31)C2 (stereo not given in full)	i	i
O=C(CNC(=O)c1ccccc1F)OCC(=O)N1CCCc2ccccc21	i	i
CCc1cccc(CC)c1NC(=O)CO/N=C(\N)CC(=O)NC1CCCCC1	i	i
O=C1Nc2cc(C(=O)NCCCN3CCCC3)ccc2S/C1=C/c1ccccc1F	i	i
COC(=O)c1ccc(C(NC(=O)OCc2ccccc2)/C(C)=C/[C@@H](C)C(=O)NCc2ccc(-c3ccccc3)cc2)cc1 (stereo not given in full)	i	i
COC(=O)Cc1n[nH]c(=S)[nH]c1=O	i	i
O=C(NN1C(=O)C2C(C1=O)C1C=CC2C12CC2)c1ccccc1 (stereo not given)	i	i

Record cards (already shown):
CC(C(=O)Nc1ccccc1-c1ccccc1)N1CCCCC1 (stereo not given) is listed as CHT PAM = i; CHT block = i
CN(Cc1cnn(C)c1)S(=O)(=O)c1cccc([N+](=O)[O-])c1 is listed as CHT PAM = i; CHT block = i

The results go on:
SMILES	CHT PAM	CHT block
CC(=O)N1CCCc2cc(S(=O)(=O)N3CCCC(C(=O)N4CCN(c5cccc(Cl)c5)CC4)C3)ccc21 (stereo not given)	i	i
Cc1sc(N)c(C#N)c1C	i	i
COc1cc(CN2CCc3ccccc3C2)cc([N+](=O)[O-])c1O	i	i
Cc1cc(C(=O)O)c(CSc2ncn[nH]2)o1	i	i
CCOC(=O)C(NC(=O)CC)(N1CCc2ccccc2C1)C(F)(F)F (stereo not given)	i	i
CS(=O)(=O)C1=NSC2=NC(=O)/C(=C\c3ccc(OC(=O)c4ccco4)c(Br)c3)C(=N)N21	i	i
O=C(NCCc1ccccc1)c1ccc(-c2ccccc2Cl)o1	i	i
O=C(O)CCn1cnc2ccccc2c1=O	i	i
CCOc1ccc2nc(NC(=O)c3cccc(-c4cc5ccccc5oc4=O)c3)sc2c1	i	i
COc1cc(N(C)C)c([N+](=O)[O-])cc1C(=O)N1CCOCC1	i	i
Cc1sc2ncnc(N/N=C/c3cccc(O)c3)c2c1C	i	i
CCN(CC)S(=O)(=O)c1cccc(-c2nnc(C(=O)c3ccc(C(F)(F)F)cc3)o2)c1	i	i
CCOC(=O)CC1C(=O)NCCN1S(=O)(=O)c1cccc(C(F)(F)F)c1 (stereo not given)	i	i
COc1ccc(CCNC(=O)c2ccc(CS(=O)Cc3ccc(Cl)cc3)o2)cc1OC (stereo not given)	i	i
C=CCn1cc(Cl)cc(C(=O)Nc2ccccc2)c1=O	i	i
Cc1ccc(-n2c(SCC(=O)N3CC(=O)Nc4ccccc43)nc3ccccc3c2=O)cc1	i	i
C#CCOCCOCCOCCNc1nc(N2CCOCC2)nc(N2CCN(C(=O)[C@H]([C@@H](C)O)n3cc(CCCCN)nn3)CC2)n1	i	i
Cc1ccc(N=Cc2cc(Cc3ccccc3Cl)cc([N+](=O)[O-])c2O)c(O)c1	i	-7.8*
CCOc1ccc(NC(=O)NCCN2CCN(c3ccccc3F)CC2)cc1	i	i
O=C(Nc1ccccc1)Nc1ccccc1Br	i	i

Entries listed above printed as active in CHT block:
SMILES	CHT block
COc1cc(NC2CCCCC2O)c2nc(-c3ccc(Cl)cc3)ccc2c1 (stereo not given)	-8.4*
Cc1ccc(N=Cc2cc(Cc3ccccc3Cl)cc([N+](=O)[O-])c2O)c(O)c1	-7.8*

The list goes on:
SMILES	CHT PAM	CHT block
CCOc1cc(N2C(=O)CC3CS(=O)(=O)CC32)c(OCC)cc1NC(=O)c1ccccc1 (stereo not given)	i	i
CCOc1ncccc1C(=O)N1CCN(S(=O)(=O)c2ccc3ccccc3c2)CC1	i	i
CC(C)(C)n1nnnc1C(c1ccncc1)N1CCN(C2CCCCC2)CC1 (stereo not given)	i	i
CC1=C(C(=O)Nc2ccc(Br)cc2)C(c2ccco2)NC(=O)N1 (stereo not given)	i	i
Cc1cc(C)n2nc(NCc3cccc(Br)c3)nc2n1	i	i
O=C(O)C=C(Br)Br	i	i
Cc1ccc(N2CC(O)=C(c3ccccc3)C2=N)cc1	i	i
Cc1[nH]nc(-c2ccc(O)cc2O)c1Oc1ccccc1	i	i
COc1ccc(CN(Cc2cc3cc4c(cc3[nH]c2=O)OCO4)C(=O)NC2CCCCC2)cc1	i	i
Cc1ccn2c(=O)nc(SCC(=O)Nc3cc(C)on3)nc2c1	i	i
Cc1cccc(NC(=O)Cn2nnc3sc4c(c3c2=O)CC(C)(C)OC4)c1	i	i
COc1ccc(-n2c(Cc3cccn3C)nnc2SCC(=O)NC2CCCCC2)cc1	i	i
O=C1CC(N2CCOCC2)C(=O)N1c1ccc(Cl)cc1 (stereo not given)	i	i
C/C(=N\OC(=O)c1ccc(F)cc1)c1sc(-c2ccccc2)nc1C	i	i
Cc1occc1-c1nnc(SCC(=O)N2CCc3ccccc32)o1	i	i
CC(=O)NNc1ccc(C(F)(F)F)cc1[N+](=O)[O-]	i	i
Cc1ccc(C(=O)n2nc(-c3ccco3)nc2N)cc1	i	i
Cc1cc(NC(=O)CCCC(=O)N(c2ccccc2)C(C(=O)NC2CCCCC2)c2cccs2)no1 (stereo not given)	i	i
Cc1nc(CNC(=O)CC2C(=O)NCCN2Cc2ccc(F)cc2)cs1 (stereo not given)	i	i
O=C(c1cc2c(s1)CCCC2)N1CCN(S(=O)(=O)c2ccccc2)CC1	i	i

Of the compounds above, five have bromine.
SMILES	CHT PAM	CHT block
CS(=O)(=O)C1=NSC2=NC(=O)/C(=C\c3ccc(OC(=O)c4ccco4)c(Br)c3)C(=N)N21	i	i
O=C(Nc1ccccc1)Nc1ccccc1Br	i	i
CC1=C(C(=O)Nc2ccc(Br)cc2)C(c2ccco2)NC(=O)N1 (stereo not given)	i	i
Cc1cc(C)n2nc(NCc3cccc(Br)c3)nc2n1	i	i
O=C(O)C=C(Br)Br	i	i

Further compounds follow:
SMILES	CHT PAM	CHT block
Cc1ccccc1C(=O)NC(=S)NC1CC1	i	i
O=C(NCc1ccc2c(c1)OCO2)C(c1ccco1)N(C(=O)c1csnn1)c1ccccc1 (stereo not given)	i	i
Cc1ccc(NC(=O)N2CCC(c3ccccc3)C2)cc1C (stereo not given)	i	i
C#CCNC(=O)C1=C[C@@H](C2CCCCC2)C[C@@H](OCc2ccc(CO)cc2)O1	i	i
c1ccc2[nH]c(CN3CCOCC3)nc2c1	i	i
Cc1ccc(Nc2nc(C)nc3c2oc2ccccc23)cc1	i	i
O=C(CSc1ncnc2c1oc1ccccc12)N1CCN(c2ccccc2)CC1	i	i
Cc1ccc(CNC(=S)N2CCOCC2)cc1	i	i
CCCc1cc(-c2n[nH]c(C(=O)OCC)c2-c2cscn2)c(O)cc1O	i	i
O=C(c1ccc(OC2CCN(Cc3cccc(F)c3)CC2)cc1)N1CCCCC1	i	i
COc1cc(N2CCCC2)c(OC)cc1C=O	i	i
COc1ccc(NC(=O)c2cc3c([nH]c4ccccc43)c(C)n2)cc1	i	i
Cc1cccc2cc(COC(=O)C3CCCO3)c(=O)[nH]c12 (stereo not given)	i	i
S=c1[nH]nc(COc2ccc(Cl)cc2)n1Cc1ccccc1	i	i
COc1ccc(/C=N/Nc2nc(-c3ccc(Cl)cc3)cc(C(F)(F)F)n2)cc1OC	i	i
CC(=O)N1CC(C)Sc2ccc(S(=O)(=O)NC(C)c3ccccc3)cc21 (stereo not given)	i	i
COC(=O)[C@@]1(Cc2ccc(F)cc2)[C@H]2c3cc(C(=O)N(C)C)n(Cc4ccccn4)c3C[C@H]2CN1C(=O)c1ccccc1	i	i
O=C(CN1CCCCC1)Nc1ccc(F)c(Cl)c1	i	i
CC(C)(C)c1nc(SCC(=O)N2CCCC2)c2ccccc2n1	i	i
CCc1cccc(CC)c1NC(=O)C1SC(=Nc2ccccc2C)C(c2nc3ccccc3s2)=C1N (stereo not given)	i	i
CN(CC(=O)Nc1ccc2c(c1)OCCO2)S(=O)(=O)c1ccc(Br)s1	i	i
O=S(=O)(c1ccccc1)c1ncc(C(F)(F)F)cc1O	i	i
COC(=O)c1ccc(NC(=O)CSc2nnc(C)n2-c2ccccc2)cc1	i	i
O=C(NCCc1ccccc1)c1cnc2ccccn2c1=O	i	i
CC(=O)c1cccc(NC(=O)Nc2cccnc2)c1	i	i
O=C(O)C1CCCN(S(=O)(=O)c2ccccc2[N+](=O)[O-])C1 (stereo not given)	i	i
Cc1nc(SCC(=O)N2CCc3ccccc32)n[nH]1	i	i
O=C(NNC(=S)Nc1cccc(C(F)(F)F)c1)c1cccc(Cl)c1	i	i
NCCNC[C@@H]1COC2(CCCCCCCCCCC2)O1	i	i
O=C(CSC1=NS(=O)(=O)c2cc(F)ccc2N1)NCc1ccccc1Cl	i	i
CCN(CC)C(=O)COc1ccc(/C=C(\C#N)S(=O)(=O)c2ccccc2)cc1OC	i	i
CCOCCCNC(=S)NCCCNc1nc2ccc(C)cc2cc1C#N	i	i
O=C1CC(N2CCC(c3nc4ccccc4s3)CC2)C(=O)N1Cc1ccccc1 (stereo not given)	i	i
O=C1CN(c2ccccc2)C(=S)N1C(=O)c1ccccc1	i	i
O=C(Nc1ccc(F)cc1)C1CCCN(S(=O)(=O)c2cccc3cccnc23)C1 (stereo not given)	i	i
CCOC(=O)CCNCc1ccc(OC)c(OC)c1	i	i
COc1ccc(C)cc1NC(=O)CSc1nnnn1Cc1ccccc1	i	i
COc1ccccc1N1CCN(C2=CC(=O)CCC2)CC1	i	i
COc1cccc(C(=O)c2c[nH]c(C(=O)NCc3cccnc3)c2)c1	i	i
CN(C)CCCNC(=O)/C(=C\c1ccc(-c2ccc(Br)cc2)o1)NC(=O)c1ccccc1	i	i
COC(=O)c1ccc2c(=O)[nH]c(COC(=O)c3c(-c4ccccc4)noc3C)nc2c1	i	i
CC(C)c1ccccc1OCC(=O)NCC(c1cccs1)N1CCOCC1 (stereo not given)	i	i
O=C(CSc1ccc2nnc(-c3cccnc3)n2n1)NCc1ccc2c(c1)OCO2	i	i
CCC(C)(C(=O)NC1CCCCC1)N(CC1CCCO1)C(=O)c1ccccn1 (stereo not given)	i	i
CC(C)(C)N1CC2(c3ccccc3)CN(C(C)(C)C)CC(c3ccccc3)(C1)C2=O	i	i
O=C(C1=C[C@@H](C2CC2)C[C@@H](OCCCCO)O1)N1CCOCC1	i	i
O=C(C1CC1)N1N=C2CCCCC2C1(O)C(F)(F)F (stereo not given)	i	i
O=C(O)CCCNC(=O)/C=C/c1ccco1	i	i
Cc1nnc(SCc2cccc3ccccc23)s1	i	i
CC(C)CN(CC(C)C)C(=O)CCCC(=O)N(CC(C)C)CC(C)C	i	i
Cn1c(SCC(=O)Nc2ccc(Cl)cn2)nnc1C1CC1	i	i
Cc1nn(C)c(C)c1N1C(=O)c2cccc3c(N)ccc(c23)C1=O	i	i
Cc1cccnc1NC(=O)C1CCN(S(=O)(=O)c2cccs2)CC1	i	i
CN(CC(=O)Nc1ccc(F)cc1)CC(=O)Nc1ccc(Cl)c(S(=O)(=O)N2CCOCC2)c1	i	i
COc1cc(NC(=O)c2ccco2)c(C(=O)OCC(=O)Nc2ncc(Cl)cc2Cl)cc1OC	i	i
COc1ccc(S(=O)(=O)Nc2ccc3oc4ncccc4c(=O)c3c2)cc1OC	i	i
CCc1cc2c3c(c(=O)oc2cc1OC(C)C(=O)O)CCCC3 (stereo not given)	i	i
CC(=O)N1c2ccc(S(=O)(=O)N3CCC(C(=O)N4CCCC(C)C4)CC3)cc2CC1C (stereo not given)	i	i
O=C(Nc1scc(-c2ccccc2)c1C(=O)O)c1ccccc1F	i	i
Cc1nn(-c2ccccc2C(=O)O)c(=O)c2ccccc12	i	i
Cc1cc(C)c2c(=O)[nH]c(=O)n(Cc3ccccc3)c2n1	i	i
CCCCCN(C(=O)CCC(=O)OCC(=O)N1CCCC(C)C1)c1c(N)n(CCCC)c(=O)[nH]c1=O (stereo not given)	i	i
CCn1ncc(/C=N/NC(=O)c2ccc3c(c2)OCO3)c1C	i	i

5 structures from above, ordered by SMILES length, largest number first.
SMILES	CHT PAM	CHT block
CC(C)(C)N1CC2(c3ccccc3)CN(C(C)(C)C)CC(c3ccccc3)(C1)C2=O	i	i
Cc1cc(C)c2c(=O)[nH]c(=O)n(Cc3ccccc3)c2n1	i	i
CCc1cc2c3c(c(=O)oc2cc1OC(C)C(=O)O)CCCC3 (stereo not given)	i	i
Cc1nn(-c2ccccc2C(=O)O)c(=O)c2ccccc12	i	i
Cn1c(SCC(=O)Nc2ccc(Cl)cn2)nnc1C1CC1	i	i

From PubChem
